# CHT inh = inhibitors of human choline transporter CHT; Q9GZV3; CHT-expressing cells, membrane potential dye, choline response; active compounds read low; B-score at 10 µM; hit rate 0.86% among 310,000;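 active = B-score over 3 SD under the library average, and starting fluorescence ratio not unusually high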;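 note: choline stimulus applied at its EC90 after an EC20 pre-addition; B-score computed on integrated fluorescence ratio after choline addition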
# KCNQ2 block = KCNQ2 channel blockers in CHO-K1 cells – cell-based, FluxOR thallium flux, B-score, primary screen (AID 2156); O88943; B-score at 10 µM; hit rate 1.1% among 310,000; 20 min; active compounds read low;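 active = fluorescence ratio B-score at most minus 3 library SDs, with starting brightness B-score within 2 library SDs, cut at about -5.5 in these data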
# Target sequence (O88943 whole entry, looked up): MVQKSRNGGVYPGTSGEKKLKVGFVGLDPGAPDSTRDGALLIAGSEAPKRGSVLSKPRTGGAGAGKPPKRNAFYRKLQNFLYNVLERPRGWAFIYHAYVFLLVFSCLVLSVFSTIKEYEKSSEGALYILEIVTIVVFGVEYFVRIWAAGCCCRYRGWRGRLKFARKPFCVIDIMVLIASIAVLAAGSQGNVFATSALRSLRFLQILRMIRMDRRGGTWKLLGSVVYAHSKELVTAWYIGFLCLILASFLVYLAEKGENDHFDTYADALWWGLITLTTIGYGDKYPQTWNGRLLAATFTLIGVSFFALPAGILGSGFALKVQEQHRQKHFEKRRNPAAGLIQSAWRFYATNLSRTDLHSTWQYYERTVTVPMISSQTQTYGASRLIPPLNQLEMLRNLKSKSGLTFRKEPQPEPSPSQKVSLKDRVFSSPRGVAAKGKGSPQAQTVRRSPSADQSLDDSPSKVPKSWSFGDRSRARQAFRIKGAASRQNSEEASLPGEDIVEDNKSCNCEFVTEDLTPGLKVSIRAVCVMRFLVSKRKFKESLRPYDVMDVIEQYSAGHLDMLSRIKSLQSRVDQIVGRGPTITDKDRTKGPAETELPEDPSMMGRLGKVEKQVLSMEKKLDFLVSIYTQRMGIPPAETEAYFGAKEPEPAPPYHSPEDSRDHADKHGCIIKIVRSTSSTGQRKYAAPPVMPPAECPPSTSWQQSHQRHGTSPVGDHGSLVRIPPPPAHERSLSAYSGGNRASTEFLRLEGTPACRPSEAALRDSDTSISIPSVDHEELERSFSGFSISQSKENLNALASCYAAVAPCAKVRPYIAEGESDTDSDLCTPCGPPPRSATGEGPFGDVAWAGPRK
# * marks the source's active call; other numbers are inactive results; i = inactive; x = no result given.
Compound	CHT inh	KCNQ2 block
O=C(Nc1cccc(O)c1)c1ccc([N+](=O)[O-])cc1Cl	i	i
O=C(Nc1cccc(F)c1)c1ccccc1	i	i
CN(CC(=O)Nc1ccc(N2CCOCC2)cc1)C(=O)CCc1cc(C(C)(C)C)c(O)c(C(C)(C)C)c1	i	i
CCN(CC(=O)Nc1c(F)cccc1F)C(=O)c1cccc(S(=O)(=O)N(C)c2ccccc2)c1	i	i
COc1ccccc1NC(=S)NC(=O)/C=C/c1cccs1	i	i
CCOC(=O)c1c(C)[nH]c(C)c1S(=O)(=O)NCC1CCN(Cc2ccc(C)cc2)CC1	i	i
CCOc1cnc(-c2c(-c3ccccc3Cl)noc2C)o1	i	i
Cc1ccccc1N(C)S(=O)(=O)c1nnc(NC(=O)c2ccco2)s1	i	i
CCCC(=O)N1CCc2cc(-c3nc(N)sc3C)ccc21	i	i
O=C(CC(C(=O)O)c1ccc(Cl)cc1)c1ccccc1 (stereo not given)	i	i
Cc1ccc(-c2nc(N)n(S(=O)(=O)c3ccc(C)cc3)n2)cc1	i	i
Cc1ccc(Cl)cc1N(CC(=O)Nc1cccc(N(C)S(C)(=O)=O)c1)S(C)(=O)=O	i	i
CCc1nnc(NC(=O)c2ccc(COc3ccc(C)cc3)o2)s1	i	i
COc1ccc(C2C(C(C)=O)=C(O)C(=O)N2CCc2ccccc2)c(OC)c1 (stereo not given)	i	i
CC(C)c1ccc2oc3nc(N)c(C(=O)O)cc3c(=O)c2c1	i	i
Cc1ccc(-c2ccc(C(=O)O)o2)cc1Cl	i	i
CSc1ccc(N=Nc2c(C)[nH]n(C)c2=O)cc1	i	i
CCCCNC(=O)C1c2cc(OC)c(OC)cc2C(=O)N(C)C1c1cccs1 (stereo not given)	i	i
CSc1ccccc1OCc1cc(C(=O)NCCCc2ccccc2)no1	i	i
CCSc1nc2sc3c(c2c(=O)n1-c1ccc(C)cc1)CCN(C)C3	x	i
Cc1c(CCC(=O)O)c(=O)oc2cc(OCc3ccccc3F)ccc12	i	i
CC(=O)Nc1ccc(NC(=O)CCCn2cnc3ccccc3c2=O)cc1	i	i
CCCCNC(=O)CSc1nnc(-c2ccc(S(=O)(=O)N3CCCC3)cc2)n1C	i	i
O=C(NCCC1=CCCCC1)C1CCN(Cc2cnn(-c3ccccc3)c2-n2cccc2)CC1	i	i
c1ccc(CNCC2COc3ccccc3O2)cc1 (stereo not given)	i	i

# The closing 3 entries of the part before lead into the next:
Compound	CHT inh	KCNQ2 block
CCCCNC(=O)CSc1nnc(-c2ccc(S(=O)(=O)N3CCCC3)cc2)n1C	i	i
O=C(NCCC1=CCCCC1)C1CCN(Cc2cnn(-c3ccccc3)c2-n2cccc2)CC1	i	i
c1ccc(CNCC2COc3ccccc3O2)cc1 (stereo not given)	i	i
O=C(CN1C(=O)NC2(CCOc3ccccc32)C1=O)c1ccc(Cl)cc1 (stereo not given)	i	i
COc1ccc(NS(=O)(=O)c2ccc(OC)c3ccccc23)cn1	i	i
COc1cccc(NC(=O)C2CCCN(S(=O)(=O)c3cccc4nonc34)C2)c1 (stereo not given)	i	i
O=C(Nc1ccccc1C(=O)NC(Cc1ccccc1)C(=O)O)c1ccccc1 (stereo not given)	i	i
Cn1c(=O)c2ccccc2n(Cc2cccc(F)c2)c1=O	i	i
O=C(/C=C/c1cccc(Cl)c1)NCCN1CCOCC1	i	i
Cc1cc(C)cc(OCCCn2ccnc2)c1	i	i
O=C(CSc1nnc(NC(=O)C2CC2)s1)NCc1ccccc1	i	i
CC(C)(C)C1CCc2onc(C(=O)NC3CCCC3)c2C1 (stereo not given)	i	i
COc1ccc(C2N(C(=O)C(F)(F)F)C(C)CN2S(=O)(=O)c2ccc(C)cc2)cc1 (stereo not given)	i	i
Cc1ncc(CO)c2c1Oc1nc(-c3ccccc3)nc(SCC(=O)N(C)c3ccccc3)c1C2	i	i
CCOC(=O)Cn1nc(-c2ccccc2)c2ccccc2c1=O	i	i
CC1Oc2ccccc2N(CC(=O)NCc2ccccc2)C1=O (stereo not given)	i	i
Cc1ccc(CNC(=O)Nc2ccc(F)cc2)n1C	i	i
Clc1ccc(C#Cc2cccnc2)cc1	i	i
S=C1NCCc2ccc(Cl)cc2C1c1ccccc1Cl (stereo not given)	i	i
CCOc1ccc(Br)cc1C(=O)N/N=C/c1cccnc1	i	i
CCc1n[nH]c(=S)n1/N=C/C(C)=C\c1ccccc1	i	i
Cc1ccc(S(=O)(=O)NC(C)(C)CSc2nnc(Nc3ccccc3)s2)cc1	i	i
CCc1c(O)nc(SCC(=O)Nc2nc3ccccc3s2)n(C2CCCCC2)c1=O	i	i
CCSc1nnc(C)n1-c1ccc(C(=O)O)cc1	i	i
COc1cc(/C=C2\C(=N)N3N=C(S(C)(=O)=O)SC3=NC2=O)cc(OC)c1OCCOc1cccc(C)c1	i	i
COC(=O)Cc1ccc(N(Cc2ccccc2F)S(=O)(=O)c2ccc(Cl)cc2)cc1	i	-8.2*
O=C(CCC(=O)c1ccc(Oc2ccccc2)cc1)Nc1cccc(Cl)c1	i	i
Nc1nc(N)nc(-c2ccc(Oc3ccccc3)cc2)n1	i	i
CCOc1ccc(-n2c(SCc3nc(-c4cccs4)no3)nnc2-c2ccncc2)cc1	-5*	i
Cc1cc(S(=O)(=O)N2CCCOC2CNC(=O)C(=O)NCc2cccs2)ccc1F (stereo not given)	i	i
Cc1onc(-c2ccccc2)c1C(=O)Nc1nnc(C(C)C)s1	i	i
COc1ccc2[nH]cc(CCNC(=S)NC3CCCC3)c2c1	i	i
O=C(c1cc(COc2ccc(F)c(F)c2)on1)N1CCOCC1	i	i
Cc1ccc(OCc2cn3cccnc3n2)cc1	i	i
CCCC(=O)c1ccc(N2CCCCC2)c(F)c1	i	i
O=C(CCn1c(=O)oc2ccccc21)NCCN1CCc2ccccc2C1	i	i
Cc1ccc(NC2CCCN(C(=O)CCn3nccc3C)C2)cc1C (stereo not given)	i	i
Cc1cc(C)cc(OCc2nnc(SCC(=O)OC3CCCCC3)o2)c1	i	i
CC1CCC2C(=O)N(c3ccc(C(=O)Oc4cccc5cccnc45)cc3)C(=O)C2C1 (stereo not given)	i	i
Cn1c(SCC(=O)c2ccccc2)nnc1-c1cccc(N)c1	i	i
CCOc1ccc(NC(=O)c2ccccc2O)cc1	i	i
COC(=O)CNC(=O)C(Cc1c[nH]c2ccccc12)NC(=O)Oc1ccccc1 (stereo not given)	i	i
Cc1nn2c(N3CCCC3)c3c(nc2c1-c1ccccc1)CCC3	i	i
CC(=O)N1C2CCCCC2S[C@H]2CCCCC21 (stereo not given in full)	i	i
COc1ccc(-c2nc(CN3CCCCC3c3cccnc3)c(C)o2)c(F)c1 (stereo not given)	i	i
O=C(CCSCc1ccc(Cl)cc1)NCCC1=CCCCC1	i	i
CCOC(=O)CSc1ccc(-c2nc3cc(C)c(C)cc3[nH]2)cn1	i	i
CCOC(=O)c1ccc2[nH]c(C)c(CCC(C)=O)c(=O)c2c1	i	i
O=C(c1cccs1)N1CCN(S(=O)(=O)c2ccccc2)CC1	i	i
CCCCn1c(=O)c(CCC(=O)O)nc2ccccc21	i	i
CCCCN(C(=O)CC(c1ccccc1)c1ccccc1)c1c(N)n(CCC)c(=O)[nH]c1=O	i	i
Cc1nc2ccc(NC(=O)c3ccccc3)cc2s1	i	i
CC(C)CCNC(=O)C(NS(=O)(=O)c1ccc2c(c1)c(=O)n(C)c(=O)n2C)c1ccccc1 (stereo not given)	i	i

# Next part.
Compound	CHT inh	KCNQ2 block
O=C(CCCC(=O)OCC1CCCO1)OCC1CCCO1 (stereo not given)	i	i
COc1ccc(C(=O)Nc2cccc(-c3ccc(N4CCOCC4)nn3)c2)cc1	i	i
O=C(NCc1ccco1)c1ccc(S(=O)(=O)N2CCCCC2)cc1	i	i
COc1ccc(NC(=O)Oc2cc(C)ccc2C(C)C)cc1	i	i
CCc1ccc(NC(=S)N2CCNC(=O)C2CC(=O)OC)cc1 (stereo not given)	i	i
O=C1c2ccccc2S(=O)(=O)c2cc(N3CCc4ccccc4C3)ccc21	i	i
Cc1ccc(-n2c(=S)[nH]c3[nH]ncc3c2=O)cc1	i	i
CC(=O)Nc1sc2c(c1C(c1cccs1)N1CCOCC1)CCCC2 (stereo not given)	i	i
O=C(CN1CCc2cc3c(cc2C1)OCCCO3)Nc1cccc(Br)c1	i	i
Cc1cnn(Cc2ccccc2)c1N	i	i
CC(C)Cc1cc(C(=O)Nc2cccc(O)c2)no1	i	i
Cc1nc2nc(COc3ccccc3)[nH]n2c(=O)c1Cc1ccccc1	i	i
CC(=O)c1ccc(NC(=S)N2CCN(C(=S)Nc3ccc(C(C)=O)cc3)C(C)C2)cc1 (stereo not given)	i	i
C=C(C)CNC(=S)N1CCN(C(c2ccccc2)c2ccccc2)CC1	i	i
COC(=O)c1cccc(N(C(=O)c2ccco2)C(C(=O)NC2CCCC2)c2ccco2)c1 (stereo not given)	i	i
COc1cc(C(=O)NCC(c2cccnc2)N2CCN(c3ccccc3)CC2)cc(OC)c1OC (stereo not given)	i	i
CN(C)C(CNc1ncnc2sccc12)c1cccs1 (stereo not given)	i	i
COc1ccnc(CSC(N)=Nc2cccc(C(F)(F)F)c2)c1	i	i
COc1ccc(Br)cc1CNc1ccccc1	i	i
CCCOc1ccc2nc(C)c(CCC)c(SC(=N)N)c2c1	i	i
Cc1ccc(C)c(S(=O)(=O)NCCCc2ccccc2)c1	i	i
COc1ccc([N+](=O)[O-])cc1NCC(=O)c1ccc(C)cc1	i	i
COc1ccc(CNC(=O)COC(=O)/C=C/c2ccc(Cl)cc2)cc1	i	i
CC(C)C(=O)N1N=C(c2ccc(NS(C)(=O)=O)cc2)CC1c1cccs1 (stereo not given)	i	i
Oc1ccc(/C=C/c2ccc3ccccc3n2)cc1	i	i

# Among those listed so far, seven contain a COOH group:
Compound	CHT inh	KCNQ2 block
O=C(CC(C(=O)O)c1ccc(Cl)cc1)c1ccccc1 (stereo not given)	i	i
CC(C)c1ccc2oc3nc(N)c(C(=O)O)cc3c(=O)c2c1	i	i
Cc1ccc(-c2ccc(C(=O)O)o2)cc1Cl	i	i
Cc1c(CCC(=O)O)c(=O)oc2cc(OCc3ccccc3F)ccc12	i	i
O=C(Nc1ccccc1C(=O)NC(Cc1ccccc1)C(=O)O)c1ccccc1 (stereo not given)	i	i
CCSc1nnc(C)n1-c1ccc(C(=O)O)cc1	i	i
CCCCn1c(=O)c(CCC(=O)O)nc2ccccc21	i	i

# Additional compounds:
Compound	CHT inh	KCNQ2 block
CC(C)OC(=O)c1cc(C(=O)c2cc(F)ccc2O)coc1=N	i	i
Cc1ccc(-c2c3c(=O)n(C)c(=O)n(C)c3cn2Cc2ccccc2)cc1	i	i
CCC(C)n1ncn(-c2ccc(N3CCN(c4ccc(O)cc4)CC3)cc2)c1=O (stereo not given)	i	i
CCCSc1nc2c3c(sc2c(=O)[nH]1)CC(C)(CC)OC3 (stereo not given)	i	i
Cn1c(SCc2ccccc2)nnc1-c1cccs1	i	i
CC(C(=O)OCc1nnc(-c2ccccc2)o1)N1C(=O)c2ccccc2C1=O (stereo not given)	i	i
O=C(O)C/C=C(/NC(=O)OCc1ccccc1)C(=O)OCc1ccccc1	i	i
Cc1onc(-c2c(Cl)cccc2Cl)c1C(=O)NCCc1ccncc1	i	i
CCC1Cc2c(nc(N)c3c(N)nc(N4CCCCC4)c(C#N)c23)O1 (stereo not given)	i	i
COc1ccc(C(=O)N2CCC(N3CCN(c4ccccc4)CC3)CC2)cc1OC	i	i
Cc1cccc(NC(=O)c2ccc(Cl)c(S(=O)(=O)N3CCCC3)c2)n1	i	i
CC(C)(C)c1ccc(C(=O)N2CCN(CCNC(=O)C(=O)Nc3ccc(F)cc3)CC2)cc1	i	i
O=C(NNC(=O)c1sccc1-n1cccc1)c1cccs1	i	i
Cc1ccccc1-c1nc(CN2CCC(C(=O)NCCCN3CCOCC3)CC2)c(C)o1	i	i
O=C(Cc1ccccc1[N+](=O)[O-])NCCSCc1c(F)cccc1Cl	i	i
CCOc1cccc(NC(=O)CSc2nc(C)c3c(c2C#N)CCCC3)c1	i	i
Cc1c(C)c2cc(Cl)c(O)c(CN3CCCC(C)C3)c2oc1=O (stereo not given)	i	i
Cc1cccc(CN2CCN(Cc3ccc4nonc4c3)CC2CCO)n1 (stereo not given)	i	i
Cc1ccc(C)c(NC(=O)CN(C)C(=O)COc2ncnc3sccc23)c1	i	i
Cc1sc2ncn(CC(=O)NCCCC(=O)N3CCN(c4ccccc4F)CC3)c(=O)c2c1C	i	i
CCOc1cc(/C=N/NC(=O)Cn2nc([N+](=O)[O-])cc2C)cc(Br)c1OCc1ccccc1F	i	i
N#CCCN1CCC(NC(=O)OCc2ccccc2)CCC1=O (stereo not given)	i	i
CSc1cccc(NC(=O)C2CCN(S(C)(=O)=O)CC2)c1	i	i
COc1ccc(-c2c(C(F)(F)F)nn(C)c2NC(=O)CSCC(=O)O)cc1	i	i
O=C(NCc1ccccc1)c1ccc(-c2ccc(F)cc2)o1	i	i
Clc1ccc(/C=N/NC(=Nc2ccccc2)c2ccccn2)c(Cl)c1	i	-8.2*
Cn1c(N2CCN(S(=O)(=O)c3ccc(Cl)cc3)CC2)nc2ccccc21	i	i
COc1c(O)cc2oc(-c3ccc(O)c(O)c3)cc(=O)c2c1O	i	i
COCCNC(=O)Cn1cc(/C=N/NC(=O)c2ccc(Oc3ccc(O)cc3)cc2)c2ccccc21	i	i

# Screening data as filed in PubChem.
